FN deposit inh = inhibitors of fibronectin matrix deposition, primary screen, AH1F cells, Alexa488-fibronectin fluorescence, plate reader | AH1F fibroblasts, overnight | inhibition, % at 12.6 µM | hit rate 0.086% among 350,000 | AID 743247, 2014;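 active = mean inhibition across replicates of 30% or more, regardless of how many single replicates reach that level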;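 note: positive control wells lacked labelled fibronectin entirely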
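Material: AH1F fibroblast monolayer depositing Alexa488-labelled fibronectin into matrix / Amount: 10000 AH1F cells per well / Signal: fluorescence 485/525 nm / Medium: DMEM, 2% serum / Compound: single dose, pinned / Incubation: 1 h cell adhesion before compound, then overnight fibronectin incubation / Reagent: Alexa488-FN, 24 nM final / Read-out: inhibition of fibronectin deposition signal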
Casp6 inh = human caspase-6 inhibitors, primary screen, biochemical, VEID-R110 fluorescence, single point, set 2. P55212. purified caspase-6, Z-VEID-R110 cleavage fluorescence. inhibition, % at 12.5 µM. hit rate 0.53% among 350,000. AID 686996, 2013;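 active = mean inhibition across replicates at least about 35%, with every replicate also reaching that limit, limit read from the data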;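 note: 0% = median of neutral control wells and 100% = no fluorescence left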
Target sequence (P55212 24-179 limits assumed): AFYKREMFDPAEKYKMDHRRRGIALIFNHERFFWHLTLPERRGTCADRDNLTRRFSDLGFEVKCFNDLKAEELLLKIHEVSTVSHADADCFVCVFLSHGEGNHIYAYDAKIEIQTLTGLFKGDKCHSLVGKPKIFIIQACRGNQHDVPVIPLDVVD
Target sequence (P55212 194-293 limits assumed): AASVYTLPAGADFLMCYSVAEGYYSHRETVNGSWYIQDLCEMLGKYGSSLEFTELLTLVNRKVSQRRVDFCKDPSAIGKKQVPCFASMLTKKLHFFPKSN
PGC1a acetyl inh = inhibitors of PGC1a acetylation signal, primary screen, cell-based, U2OS, AlphaScreen, inhibitor mode. AlphaScreen anti-acetyl-lysine; with virally co-expressed GCN5 acetyltransferase. inhibition, % at 15.6 µM. hit rate 0.17% among 350,000;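 active = every replicate shows inhibition of at least 40%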;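 note: 0% = neutral control wells and 100% = positive control wells; some results beyond the cut were filed as inactive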
Cneo AK release = Cryptococcus neoformans cell lysis inducers, primary screen, AK release luminescence, single concentration; C. neoformans lysis, adenylate kinase release luminescence, 4 h; normalised: neutral wells 0, clomiphene wells 100; lysis activity, % at 15 µM; hit rate 0.2% among 360,000;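 active = mean lysis activity across replicates of at least 80%, whatever share of replicates individually reach that level; inactive = mean lysis activity below 80%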
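Signal: Adenylate kinase release luminescence | Assay system: Log-phase Cryptococcus neoformans yeast cells | Input: Cells at 5 × 10^6 per mL | Buffer or medium: Fresh YPD growth medium | Compound: Single dose | Schedule: Static 4 h at 37 °C with compound, 1 h detection | Controls: Clomiphene | Read-out: Luminescence rise reflecting yeast cell lysis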
PAX8 inh HTS = inhibitors of PAX8-driven TPO luciferase reporter, primary screen, RMG-I cells, single concentration; hit rate 1.2% among 360,000; SteadyGlo, 24 h; inhibition, % at 12.6 µM;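 active = mean replicate inhibition at least 60% with every replicate also reaching 60%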;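 note: luciferase light reporting Pax8 driven TPO promoter activity; plate controls were median of neutral control wells for no effect and mitoxantrone controls for full effect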
miR-122 sensor = miR-122 Renilla sensor signal increase in Huh7, primary screen, miR-122 inhibitor project, cell-based, single point, plate reader | Huh7 miR-122 Renilla luciferase sensor, 48 h; neutral wells = 0, positive control = 100 | activation (reporter increase), % at 12.5 µM | hit rate 0.3% among 340,000 | AID 602342, 2012;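 active = mean replicate activation score at least 90 and every replicate individually at or above 90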;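 note: higher luciferase means less miR-122 activity so hits act as miR-122 inhibitors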
EWS-Fli block = EWS/Fli-driven NR0B1 reporter inhibitors, primary screen, A673 cells, NR0B1 luciferase, luminescence, MLPCN library | AID 651661, 2012 | hit rate 0.67% among 350,000 | inhibition, % at 12.6 µM | viability-normalised;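 active = mean inhibition of at least 50% after viability correction, with every replicate also passing that limit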;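 note: firefly luciferase signal divided by Alamar Blue viability fluorescence both relative to DMSO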
LGR2 inh = inhibitors of bursicon-induced LGR2 CRE-luciferase signal, primary screen, cell-based, HEK293, CRE-luciferase reporter, bursicon stimulation | bursicon-stimulated, 4 h | hit rate 0.35% among 380,000 | Drosophila bursicon receptor LGR2 (rickets) | inhibition, % at 9.99 µM;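 active = drop in luminescence signal, shown as inhibition above about 50% in the replicate tests, limit read from the data, passing the limit was not always enough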;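 note: agonist challenge used bursicon conditioned medium at about half maximal strength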
The depositor's hits bear a star; · = no result given; [ ] = remark or other dose.

SMILES	FN deposit inh	Casp6 inh	PGC1a acetyl inh	Cneo AK release	PAX8 inh HTS	miR-122 sensor	EWS-Fli block	LGR2 inh
CC(=NNC(=S)N1CCC1)c1ccccn1	16	-16	-190	·	94*	29	18	39
C=CCNC(=O)c1ccc2nc(Cc3ccc(OC)cc3)oc2c1	9	1	·	-2	-174	-2	-97	-52
CCCCCC(=O)N1C[C@@H](n2cc(COC(=O)c3ccccc3)nn2)[C@H](O)C[C@@H]1c1ccc(Cl)cc1	1	-2	4	-1	3	-2	5	-6
COc1ccccc1C(=O)NCCC(=O)NCC(C)(C)N1CCOCC1	5	0	·	0	3	-4	2	7
CC(C)(C)NC(=O)CSc1nnc(-c2c[nH]c3ccccc23)o1	5	0	·	-1	-46	-7	-13	-15
CC(C)C1Cc2[nH]c(=O)c(C(=O)O)cc2CO1 (configuration not stated)	-3	·	1	1	·	-9	·	-4
C[C@H]1CN([C@@H](C)CO)C(=O)Cc2cc(NC(=O)Nc3ccc4c(c3)OCO4)ccc2O[C@@H]1CN(C)Cc1ccc(Oc2ccccc2)cc1	·	-2	3	54	·	16[16.7 µM]	3	13
COc1ccccc1CNC(=O)COC(=O)c1nc(Cl)ccc1Cl	-5	1	·	2	2	2	-3	-5
Cn1c(SCC(=O)Nc2ccc(N3CCOCC3)cc2)nnc1-c1ccccc1F	-2	3	2	1	-17	0	-8	-8
O=c1ccc2[n+]([O-])c3ccc(O)cc3oc-2c1	3	88*	·	·	81*	·	57*	17
CCc1nn(CCCC(=O)NCc2ccco2)c(=O)c2cc3occc3n12	13	3	0	-2	3	·	·	3
C[C@H](CO)N1C[C@H](C)[C@@H](CN(C)C(=O)CCC(F)(F)F)OCCCC[C@H](C)Oc2ccc(NS(C)(=O)=O)cc2C1=O	·	0	5	0	12	0[16.7 µM]	-61	1
CC(C)CCN(C(=O)CCCSc1nc2ccccc2[nH]1)c1c(N)n(Cc2ccccc2)c(=O)[nH]c1=O	2	2	-1	-3	21	·	5	4
COc1cccc(CN(C)C(=O)CNC(=O)c2ccc(-c3ccccc3)cc2)c1OC	-2	-2	·	0	18	·	12	5
O=C(CSc1nc2c(c(=O)n1-c1ccc(F)cc1)SCC2)NCC1CCCO1 (configuration not stated)	-2	·	-2	2	·	-2	·	2
C/C=C/c1ccc([C@@H]2[C@@H](CO)N3C(=O)CN(Cc4ccccc4)C[C@@H]23)cc1	·	2	0	·	-3	·	10	1
CCOC(=O)N1CCC(N(CCOC)C(=S)Nc2cccc(SC)c2)CC1	-7	·	-3	0	-6	-9	0	-6
COc1ccc(S(=O)(=O)Nc2ccc3c(c2)C(=O)N([C@H](C)CO)C[C@H](C)[C@@H](CN(C)C)OCCCC[C@@H](C)O3)cc1	-6	1	6	2	-9	-1[16.7 µM]	4	-13
CCOC(=O)c1cc(C#N)c(SCC(=O)c2cc(C#N)c(SC)nc2C)nc1C	·	0	-5	-1	·	-3	14	8
COCCn1c(SCC(=O)Nc2ccccc2)nc2c(oc3ccccc32)c1=O	17	-1	·	·	17	·	2	-18
CC(Sc1nc2cc(Cl)ccc2s1)C(=O)Nc1cccc(S(=O)(=O)N2CCOCC2)c1 (configuration not stated)	7	0	·	·	-16	·	1	6
CCC(=O)N(CCc1ccccc1)Cc1cc2cccc(C)c2[nH]c1=O	-6	-6	13	-2	-11	0	0	5
COc1ccc(S(=O)(=O)N(C)C[C@H]2OCCCC[C@H](C)Oc3ccc(NC(=O)Nc4ccccc4)cc3C(=O)N([C@@H](C)CO)C[C@@H]2C)cc1	5	·	3	-1	4	-5[16.7 µM]	9	-5
C[C@@H]1CN([C@@H](C)CO)C(=O)c2cc(NC(=O)c3ccncc3)ccc2O[C@@H]1CN(C)S(=O)(=O)c1ccc(F)cc1	6	-1	3	19	2	19[16.7 µM]	2	-5
COc1ccc2nc(NC(=O)c3cccc(S(=O)(=O)N4CCOCC4)c3)sc2c1	9	·	-4	-3	9	0	·	·
Next part:
SMILES	FN deposit inh	Casp6 inh	PGC1a acetyl inh	Cneo AK release	PAX8 inh HTS	miR-122 sensor	EWS-Fli block	LGR2 inh
Cc1cc(Cl)ccc1NC(=O)CCC(=O)O	0	-3	14	-1	-7	-7	1	7
COc1cc(/C=N/n2c(-c3ccc4c(c3)NC(=O)CO4)csc2=Nc2cccc(C)c2)ccc1O	-4	·	-9	-2	30	7	·	-23
CCCCC(=O)N(C)c1c(CC)nc2c(OCCC)cccn12	1	-1	2	-1	-4	-4	-11	10
COc1cc(NC(=O)Cn2cnc3c(SC)nc(N)nc32)cc(OC)c1OC	·	-1	·	0	-4	·	-4	0
CCC(=O)N[C@H]1C=C[C@@H](CC(=O)OC)O[C@H]1CO	-6	-2	4	-3	-5	-2[16.7 µM]	0	7
O=C(COC(=O)c1ccc2c(c1)OCO2)Nc1ccccc1	0	-1	8	·	-7	·	6	-4
C[C@@H]1CN([C@@H](C)CO)C(=O)c2cc(C#C[C@@H](C)O)cnc2O[C@H]1CN(C)C(=O)c1ccccc1F	·	-1	14	3	·	2[16.7 µM]	-4	6
COC(=O)NNC(=O)c1ccc(C)c(Br)c1	3	-3	-10	-3	10	-7	-1	14
O=C(C[C@H]1C=C[C@@H](NC(=O)c2ccc3c(c2)OCO3)[C@@H](CO)O1)NCc1ccc(Oc2ccccc2)cc1	·	3	7	·	5	·	·	-11
O=C(O)c1ccc(NC(=O)c2cc3ccccc3o2)cc1	13	0	-1	-6	-87	-2	-9	-16
COc1ccc(NC(=O)Nc2cccc3c2O[C@@H](CN(C)S(=O)(=O)c2ccccc2)[C@H](C)CN([C@H](C)CO)C3=O)cc1	·	1	11	-4	17	1[16.7 µM]	2	21
O=C(Nc1cccc(S(=O)(=O)Nc2ccc(SC(F)F)cc2)c1)C1CCC1	-2	-3	-12	2	-13	46	-1	25
COCC#Cc1cnc2c(c1)C(=O)N([C@H](C)CO)C[C@H](C)[C@@H](CN(C)C(=O)Nc1ccccc1OC)O2	·	2	-10	-2	-10	25[16.7 µM]	-6	8
COC(=O)[C@@]12C[C@@H](CC(=O)NCc3ccc(C)o3)C(=O)N(Cc3ccc4c(c3)OCO4)C1=CCC(C)(C)C2	-1	1	·	·	13	·	3	4
CCOC(=O)C1(CCOc2ccccc2)CCN(Cc2ccc(OC)c(O)c2)CC1	-1	0	·	0	-13	2	0	-29
CN1C(=O)c2cc(NC(=O)NC3CCCC3)ccc2OC[C@H]2O[C@@H](CC(=O)NC3CCC3)CC[C@H]21	-5	·	-3	-1	-6	4[16.7 µM]	-1	0
Cn1nc(C(=O)OCC(=O)NCc2ccc(Cl)cc2)c2ccccc2c1=O	2	-1	0	-1	2	2	-8	4
O=C(Cn1cnc2ccccc2c1=O)Nc1ccc(N2CCOCC2)cc1	0	-5	·	·	7	·	-58	-30
C[C@@H]1CN([C@H](C)CO)C(=O)c2cccc(NS(C)(=O)=O)c2O[C@H]1CN(C)CC1CCCCC1	·	-1	24	5	9	40[16.7 µM]	8	14
OC1COC(c2ccccc2)OC1C1OC(c2ccccc2)OCC1O (configuration not stated)	·	-4	1	-3	·	0	0	4
COc1ccc(NC(=O)C(=O)N/N=C/c2cccnc2)cc1	-5	-7	-1	·	-154	1	-2	-7
COc1cccc(CNC(=O)C2CCN(S(=O)(=O)c3ccc(-n4cnnn4)cc3)CC2)c1	9	4	·	11	3	3	1	-9
Cc1ccc(NC(=O)CSCC(=O)Nc2cc(Cl)ccc2N2CCN(C)CC2)cc1	·	-191	·	·	8	·	6	-17
Cc1ccc(-c2ccc3c(c2)O[C@@H](CN(C)Cc2cncnc2)[C@H](C)CN([C@H](C)CO)S3(=O)=O)cc1	·	4	7	-4	34	-17[16.7 µM]	18	17
CCOC(=O)N1CCN(C(=O)COc2cccc3c2CCN(Cc2ccccc2F)C3=O)CC1	19	-1	·	·	-3	·	-3	·

Sorted by molar mass (smallest number first): five of the compounds above
SMILES	FN deposit inh	Casp6 inh	PGC1a acetyl inh	Cneo AK release	PAX8 inh HTS	miR-122 sensor	EWS-Fli block	LGR2 inh
COC(=O)NNC(=O)c1ccc(C)c(Br)c1	3	-3	-10	-3	10	-7	-1	14
CCCCC(=O)N(C)c1c(CC)nc2c(OCCC)cccn12	1	-1	2	-1	-4	-4	-11	10
Cn1nc(C(=O)OCC(=O)NCc2ccc(Cl)cc2)c2ccccc2c1=O	2	-1	0	-1	2	2	-8	4
COc1cccc(CNC(=O)C2CCN(S(=O)(=O)c3ccc(-n4cnnn4)cc3)CC2)c1	9	4	·	11	3	3	1	-9
Cc1ccc(-c2ccc3c(c2)O[C@@H](CN(C)Cc2cncnc2)[C@H](C)CN([C@H](C)CO)S3(=O)=O)cc1	·	4	7	-4	34	-17[16.7 µM]	18	17

Later entries
SMILES	FN deposit inh	Casp6 inh	PGC1a acetyl inh	Cneo AK release	PAX8 inh HTS	miR-122 sensor	EWS-Fli block	LGR2 inh
CCCN1CCC(C(=O)NC(c2ccc(F)cc2)c2ncccc2C)CC1 (configuration not stated)	-3	-5	-7	2	10	-2	-3	6
COC(=O)c1c(F)c(F)c(N2CCOCC2)c(F)c1F	·	·	7	0	·	-1	·	-7
CN(C)CC(=O)N1[C@H](C#N)[C@H](c2ccc(-c3ccccc3F)cc2)[C@H]1CO	3	0	4	1	0	·	-13	-6
CN(C)c1ccc(/C=C/C(=O)c2c(O)c3ccccc3oc2=O)cc1	-3	-1	-3	4	-45	-18	-26	-18
Cc1ccc(S(=O)(=O)N(C)C[C@H]2OCCCC[C@@H](C)Oc3ccc(NC(=O)Nc4ccc5c(c4)OCO5)cc3C(=O)N([C@@H](C)CO)C[C@@H]2C)cc1	-4	-2	10	-3	-12	6[16.7 µM]	-4	-2
CCC(=O)c1cc(F)ccc1OCC(=O)Nc1ccc2c(c1)OCCO2	8	-3	·	-2	-25	·	-7	-6
O=C(C[C@H]1C[C@@H]2c3cc(NC(=O)c4cccnc4)ccc3O[C@@H]2[C@@H](CO)O1)NCc1cc(F)ccc1F	6	3	-3	-1	-3	-6[16.7 µM]	4	-9
COc1ccc(NC(=O)Nc2ccc3c(c2)CC(=O)N([C@@H](C)CO)C[C@H](C)[C@H](CN(C)S(=O)(=O)c2cccs2)O3)cc1	-6	·	5	2	20	4[16.7 µM]	-11	-4
Cc1ccc(S(=O)(=O)NC(C(=O)OCC(=O)NC(=O)c2cccn2C)C(C)C)cc1 (configuration not stated)	1	·	-10	-1	10	-2	·	·
O=C(COC(=O)c1cccs1)Nc1ccccc1[N+](=O)[O-]	-4	1	4	2	14	-3	6	-15
C[C@H](CO)N1C[C@H](C)[C@H](CN(C)C(=O)CN(C)C)Oc2cc(-c3ccncc3)ccc2S1(=O)=O	·	1	-15	1	-6	4[16.7 µM]	-4	4
Cc1ccc(N(CC(=O)N2CCN(Cc3ccccc3)CC2)S(C)(=O)=O)cc1C	0	0	-5	1	34	3	14	-4
O=C(O)CC1S/C(=N/N=C/c2ccc(-c3ccc(Cl)c([N+](=O)[O-])c3)o2)NC1=O (configuration not stated)	3	35*	2	·	10	·	1	36
CC1(C)COC2(OC1)C(=O)N(CN1CCOCC1)c1ccccc12	2	0	5	·	-7	-1	0	11
